PvdQ inh: P. aeruginosa PvdQ acylase inhibition; inhibition, % at 10 µM; purified PvdQ acylase, fluorescence plate reader; AID 488965; actives 0.063% (n = 340,000); in the data active = inhibition above about 30%, passing the limit was not always enough;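 also: 0% = vehicle neutral wells and 100% = reference inhibitor wells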
Wnt act: activates Wnt/beta-catenin signaling in a reporter cell assay | activator, plate reader | activation, % at 9.35 µM | actives 1.2% (n = 300,000) | AID 743398; in the data active = activation above about 30%, passing the limit was not always enough;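 also: 0% = neutral control wells and 100% = positive control wells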
Rtt109 Vps75: inhibitors of Candida albicans Rtt109/Vps75 histone acetyltransferase. Q5AAJ8. purified Rtt109/Vps75, ThioGlo CoA-SH fluorescence, 4 h. inhibition, % at 34.9 µM. actives 0.16% (n = 330,000);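 active = inhibition of at least 50% in every replicate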
Target sequence (Q5AAJ8 whole entry, looked up): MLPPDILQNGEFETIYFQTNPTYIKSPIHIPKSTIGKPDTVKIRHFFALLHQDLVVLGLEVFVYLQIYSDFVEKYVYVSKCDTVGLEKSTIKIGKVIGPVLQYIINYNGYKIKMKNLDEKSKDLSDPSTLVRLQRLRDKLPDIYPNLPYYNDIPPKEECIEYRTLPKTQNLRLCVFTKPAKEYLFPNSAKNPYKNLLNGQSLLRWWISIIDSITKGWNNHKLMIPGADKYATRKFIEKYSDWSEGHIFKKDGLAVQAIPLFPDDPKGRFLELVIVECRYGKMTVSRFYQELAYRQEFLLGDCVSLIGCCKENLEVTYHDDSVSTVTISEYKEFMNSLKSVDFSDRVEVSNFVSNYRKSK
SR-BI uptake up: SR-BI HDL lipid transfer activation; CHO ldlA[mSR-BI] cells, DiI-HDL uptake fluorescence, 3 h; 100 = double the neutral-control signal; activation, % at 12.5 µM; actives 0.096% (n = 320,000);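 active = mean replicate activation of at least 60% and every replicate at or above 60%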;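 also: 0% = median plate neutral-control signal and 100% = twice that signal; values of inactives mirror those of a sister screen read the other way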
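material = CHO ldlA[mSR-BI] cells | medium = Ham's F12 with 0.5% BSA, HEPES 25 mM, pH 7.4 | reagent = fluorescent DiI-HDL, 10 µg/mL final | compound dosing = single-point compound dose | incubation = 3 h, 37 °C | measured by = bottom-read fluorescence, 550/595 nm | measure = HDL uptake via cellular fluorescence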
SR-BI DiI inh: blocks mouse SR-BI lipid uptake from DiI-HDL; ldlA[mSR-BI] CHO cells, DiI-HDL uptake fluorescence, 3 h; inhibition, % at 12.5 µM; actives 0.96% (n = 320,000);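 active = mean replicate inhibition of at least 70% and a set share of replicates each scoring 70 or more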;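 also: 0% = median of neutral control wells and 100% = median of positive control wells; values of inactives mirror those of a sister screen read the other way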
CDK5 inh: inhibitors of human CDK5/p35 kinase; Q00535+Q15078; Recombinant CDK5/p35, ADP-Glo luminescence, 60 min; inhibition, % at 10 µM; actives 0.01% (n = 330,000);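 active = highest replicate inhibition of at least 50% and at least 75% of replicates reaching 50%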;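 also: plate controls were DMSO neutral control for no effect and GW8510 at 10 µM for full effect; many of its hits are not listed in these tables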
Target sequence (Q00535 whole entry, looked up): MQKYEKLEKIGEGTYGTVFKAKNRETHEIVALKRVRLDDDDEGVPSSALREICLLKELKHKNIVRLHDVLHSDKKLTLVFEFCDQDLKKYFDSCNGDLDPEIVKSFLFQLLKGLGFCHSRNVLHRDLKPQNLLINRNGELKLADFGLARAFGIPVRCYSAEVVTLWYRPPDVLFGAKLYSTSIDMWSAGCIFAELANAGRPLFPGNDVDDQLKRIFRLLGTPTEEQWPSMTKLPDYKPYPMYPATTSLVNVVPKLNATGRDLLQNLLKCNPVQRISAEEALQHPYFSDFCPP
Target sequence (Q15078 whole entry, looked up): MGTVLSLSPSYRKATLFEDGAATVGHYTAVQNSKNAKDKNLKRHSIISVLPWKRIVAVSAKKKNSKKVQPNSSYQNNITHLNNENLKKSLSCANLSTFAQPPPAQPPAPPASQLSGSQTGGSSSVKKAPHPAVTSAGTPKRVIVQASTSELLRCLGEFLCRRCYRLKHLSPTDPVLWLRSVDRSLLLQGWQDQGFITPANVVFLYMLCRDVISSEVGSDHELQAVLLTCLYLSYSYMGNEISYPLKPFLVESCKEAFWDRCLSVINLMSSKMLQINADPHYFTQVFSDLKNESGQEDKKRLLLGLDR
dFosB act: enhances mouse delta FosB homodimer DNA binding | P13346 | purified delta FosB, TAMRA-CDK5 oligo fluorescence polarization; percent of positive-control signal above neutral wells | activation, % at 25 µM | actives 0.99% (n = 340,000) | AID 493131;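 active = mean activation above about 17%, with every replicate also reaching it, limit read from the data, passing the limit was not always enough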;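 also: fluorescence polarization rise as delta FosB binds a TAMRA Cdk5 AP-1 oligo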
HTR5A ag ctr: HTR5A agonism, opioid heterodimer counter-screen | HTR5A agonist assay, luminescence, cell-based | actives 0.61% (n = 340,000) | P47898 | activation, % at 9.3 µM; in the data active = activation mostly above about 9.5%, no sharp cut-off; inactive = mostly below about 7.6%;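 also: 0% = cells with vehicle only and 100% = reference agonist; strong numbers were not always called active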
MITF act: MITF TRPM1 promoter activation in melanoma cells; activation, % at 12.5 µM; AID 588334; SK-MEL-5 TRPM1-promoter luciferase, 24 h; % of positive control, neutral wells = 0; actives 0.75% (n = 300,000);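 active = mean activation of at least 80% with every replicate also reaching 80%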;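 also: 0% = neutral control wells and 100% = parthenolide positive control wells; values of inactives mirror those of a sister screen read the other way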
RTF Ca sens act: cardiac RTF calcium sensitization; P19429+P45379; IANBD-labeled TnC RTF fluorescence at EC20 calcium; 0% EC20 calcium, 100% full calcium; activation, % at 7.2 µM; actives 0.24% (n = 340,000);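 active = activation above the mean over all tested compounds plus 3 SD, cut at about 30% in these data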;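 also: rise in fluorescence read as greater calcium sensitivity of cardiac thin filaments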
An asterisk follows results filed as active; . = not tested or not shown.

| mol | PvdQ inh | Wnt act | Rtt109 Vps75 | SR-BI uptake up | SR-BI DiI inh | CDK5 inh | dFosB act | HTR5A ag ctr | MITF act | RTF Ca sens act |
| --- | --- | --- | --- | --- | --- | --- | --- | --- | --- | --- |
| COCCNC(=O)c1cc(-c2ccccc2)nn1CC1CC(c2cccc([N+](=O)[O-])c2)=NO1 (stereo not drawn) | -5.2 | -4.3 | 7.7 | 12.4 | -12.4 | 1.6 | -11.0 | -3.5 | -5.3 | -7.9 |
| Cc1ccc(NC(=O)Nc2ccccc2C(N)=O)cc1 | -9.1 | 3.5 | 2.1 | -0.7 | 0.7 | 0.3 | 3.1 | -1.3 | 26.4 | 3.2 |
| O=C(c1ccco1)N1CCN(c2ncnc3c(-c4ccccc4)nsc23)CC1 | -6.0 | 15.6 | 6.6 | -30.3 | 30.3 | 1.5 | -18.9 | 3.4 | 49.1 | -0.9 |
| COc1ccc2c(c1)c(=O)oc1cc(OC(C(=O)O)c3ccccc3)ccc12 (stereo not drawn) | -8.4 | 1.6 | -2.8 | 19.5 | -19.6 | -2.0 | -11.5 | 6.8 | -1.0 | 1.1 |
| CCOC(=O)c1c(NC(=O)COC(=O)c2ccc([N+](=O)[O-])cc2)sc(C(=O)N(C)C)c1C | -2.3 | -0.4 | -5.1 | 25.2 | -25.2 | 0.6 | -3.7 | 11.4 | -0.1 | -1.6 |
| CCC(Sc1ccc2nnc(-c3ccc(F)cc3)n2n1)C(=O)O (stereo not drawn) | 6.3 | . | 1.6 | 16.2 | -16.2 | 3.3 | -1.0 | 2.2 | -3.0 | 0.6 |
| CC(C)(C)S(=O)(=O)c1cnc2c(-c3ccc(F)cc3)cnn2c1N | -21.6 | 1.2 | 3.2 | -18.4 | 18.4 | -0.4 | 0.3 | -1.3 | 55.2 | 0.5 |
| Cc1cc(C)nc(SCC(=O)NCC2COc3ccccc3O2)n1 (stereo not drawn) | 3.6 | -1.5 | -0.8 | 22.5 | -22.5 | 0.4 | -0.3 | -4.0 | -3.3 | -3.3 |
| CC(=O)c1cccc(NC(=O)CCS(=O)(=O)c2cccc3nonc23)c1 | -2.2 | -3.5 | 16.6 | 10.7 | -10.7 | -0.1 | -7.3 | 2.8 | 4.9 | 0.5 |
| O=C(c1cccc2ccccc12)C1CCCN(C(=O)CCCn2cncn2)C1 (stereo not drawn) | -17.5 | 15.6 | -7.9 | -8.7 | 8.7 | 2.2 | -3.7 | -1.3 | 7.3 | 7.0 |
| O=C1NC(=S)S/C1=C\c1ccc2ccccc2c1 | -17.0 | -1.5 | -3.2 | 14.2 | -14.2 | 0.8 | -2.6 | 1.2 | 15.5 | 0.6 |
| COC(=O)Cc1c(O)ccn(CCc2c[nH]c3ccccc23)c1=O | -13.5 | 7.9 | -11.3 | 24.9 | -24.9 | -0.3 | 3.2 | 6.8 | -7.9 | 0.9 |
| O=C(NCCCc1ccncc1)C1CCC(=O)N(Cc2cccc(C(F)(F)F)c2)C1 (stereo not drawn) | -11.2 | -2.5 | -12.6 | 29.5 | -29.5 | -3.0 | -1.4 | 2.2 | 5.1 | -1.3 |
| c1ccc2cc(CCCc3cc4ccccc4cn3)ncc2c1 | 21.2 | -0.3 | 14.9 | 5.2 | 5.7 | 1.5 | 4.6 | 0.9 | -0.7 | -4.4 |
| Cc1ccc2nc(SCC(=O)NCCc3ccccc3)nc(=O)n2c1 | 13.2 | -3.1 | 6.4 | 8.7 | -8.7 | -1.9 | -3.6 | -0.2 | 12.8 | 2.2 |
| CCn1c(NC(=O)c2ccc(F)cc2)c2ccccc2nc1=O | -7.8 | -6.6 | -6.5 | -1.7 | 1.7 | 1.5 | -4.4 | 1.5 | -2.0 | -1.4 |
| CC(=O)NC(=S)Nc1ccc(NC(=O)COc2ccc(Cl)cc2)cc1 | -4.7 | . | -0.6 | -23.2 | 23.2 | -1.4 | -4.9 | 1.6 | . | -1.5 |
| O=C(OCC(=O)N1CCN(C(=O)COC(=O)c2ccc(O)cc2O)CC1)c1ccc(O)cc1O | -17.1 | -2.1 | 6.3 | -39.5 | 39.5 | -1.5 | 12.0 | 1.4 | -4.5 | -3.6 |
| Cc1cc(/C(N)=N/OC(=O)Nc2ccc(Cl)cc2)no1 | 0.5 | 1.3 | 18.4 | 12.2 | -12.3 | -0.6 | -0.9 | . | . | . |
| CCCCc1c(O)nc(SCC(=O)N2CCOCC2)n(-c2ccc(OC)cc2)c1=O | -11.9 | 0.8 | -42.5 | . | . | 0.9 | 3.3 | -2.5 | -8.0 | -3.5 |
| CC(=O)c1cnc(SCC(=O)O)nc1C | -7.5 | -5.6 | -2.4 | 15.8 | -15.8 | -1.0 | -1.4 | 2.2 | 2.7 | -1.9 |
| Cc1ccc(S(=O)(=O)NCCn2nc(C)cc2C)cc1 | -9.7 | -0.2 | -3.3 | 10.6 | -10.6 | -2.6 | 5.3 | -0.7 | 0.7 | -1.6 |
| CN1CCc2c(sc(NC(=O)c3ccc([N+](=O)[O-])o3)c2C(N)=O)C1 | -6.9 | -1.3 | -8.3 | -5.4 | 5.4 | 1.2 | -5.5 | -5.7 | -84.9 | -1.8 |
| CCCCn1c(N)c(N(CC(C)C)C(=O)C2CCN(S(=O)(=O)c3ccc(C)cc3)CC2)c(=O)[nH]c1=O | 5.2 | -3.8 | 2.9 | 14.9 | -14.9 | -0.1 | 56.0* | -2.1 | 2.1 | -20.1 |
| Nc1c2c(nc3ccn(Cc4ccccc4)c(=O)c13)CCC2 | -9.4 | . | 3.8 | 7.3 | -7.3 | 0.0 | -3.9 | -3.0 | 29.3 | -4.0 |
| CCN(CC)S(=O)(=O)c1ccc(N)cc1 | 6.1 | -1.8 | -0.2 | 21.7 | -21.7 | -1.3 | 0.0 | 5.4 | 1.6 | 1.9 |
| COC(=O)C1CCN(C(=O)CN2C(=O)NC(CC(C)C)C2=O)CC1 (stereo not drawn) | 4.6 | 0.6 | 0.6 | 3.5 | -3.5 | 1.0 | 4.2 | -3.2 | -6.8 | 0.8 |
| Cn1cc(CNC(=O)c2ccc(OC3CCN(Cc4ccccn4)CC3)cc2)cn1 | 1.7 | -1.0 | 8.6 | 37.1 | -37.1 | -0.2 | -6.3 | -4.3 | -4.2 | 0.5 |
| Cc1cc(C)cc(C(=O)OCC(=O)NC2CCCC2)c1 | -8.5 | 1.8 | -3.3 | 6.8 | -6.8 | 0.0 | 6.4 | 1.7 | -1.6 | 10.4 |
| Cc1ccc(S(=O)(=O)N2CCN(C(=O)COC(=O)/C=C/c3ccccc3)CC2)c(C)c1 | 1.4 | -4.4 | 5.4 | 19.5 | -19.5 | -0.1 | -3.3 | 0.6 | 0.9 | 0.4 |
| CSc1nc(C)cc(C)c1C(N)=O | -0.8 | . | -6.4 | 22.6 | -22.6 | -0.1 | 0.9 | -4.3 | -0.6 | -6.4 |
| COc1ccc(C2=C(O)C(C)N(c3ccccc3)C2=N)cc1OC (stereo not drawn) | -12.3 | 0.7 | -1.2 | 26.2 | -26.2 | -1.3 | 0.7 | 0.5 | -0.3 | 0.1 |
| CCOc1cc(C2NC(=O)NC(O)(C(F)(F)F)C2C(=O)c2ccc(OC)cc2)ccc1O (stereo not drawn) | -7.6 | . | -3.7 | 10.1 | -10.1 | 0.9 | 1.1 | -4.5 | -1.2 | 2.4 |
| Cc1c(Cl)cccc1NC(=O)c1cc(S(=O)(=O)N2CCOCC2)cn1C | 1.9 | -1.7 | -1.1 | -15.7 | 15.7 | 1.0 | -0.4 | 7.9 | -6.3 | 7.9 |
| c1ccc(-c2nc(-c3ccccn3)nc(-c3ccccn3)n2)nc1 | 0.9 | -0.3 | -4.2 | 10.6 | -10.6 | -2.8 | -53.8 | -3.8 | . | -2.1 |
| C[C@H](NC(=O)c1nc[nH]c1C(=O)N1CCNCC1)C(=O)OC(C)(C)C | -0.5 | 2.0 | 12.1 | 52.2 | -52.2 | -1.4 | 9.2 | -1.6 | -10.0 | 6.5 |
| CC(=O)Nc1nc(C)c(C(C)(C)C)s1 | -1.2 | -2.7 | -10.0 | 20.7 | -20.7 | -0.8 | -1.9 | 4.2 | -12.4 | -1.9 |
| C=CCn1c(SCC(=O)Nc2ccc3c(c2)OCO3)nnc1-c1ccccc1OC | -1.1 | . | 9.5 | -16.9 | 16.9 | 0.3 | -5.7 | 7.1 | -8.9 | 9.9 |
| COCCN(C(=O)c1cc2c(s1)CCC2)c1c(N)n(CC(C)C)c(=O)[nH]c1=O | -9.0 | -1.3 | -0.6 | 4.0 | -4.0 | -0.3 | -9.8 | -1.4 | 6.6 | -3.4 |
| CCN(CC)S(=O)(=O)c1ccc2c(c1)N(CC(=O)NCC1CCCO1)C(=O)CO2 (stereo not drawn) | -12.8 | -0.7 | -11.9 | 5.5 | -5.5 | 1.1 | 5.8 | 2.0 | 2.2 | 4.8 |
| O=C1/C(=C\c2ccco2)SC(=S)N1c1ccccc1 | -4.6 | . | 7.8 | 15.9 | -15.9 | -1.2 | -14.0 | 3.0 | 15.3 | -1.0 |
| COc1cccc(C(=O)NCC(=O)N2CCC3(CC2)NCCc2[nH]cnc23)c1OC | 4.4 | 0.3 | -1.6 | 5.9 | -5.9 | -0.7 | -2.6 | -1.7 | -1.9 | 1.3 |
| O=C(NCc1ccccc1)C(c1ccc(F)cc1)N(C(=O)c1csnn1)C1CC1 (stereo not drawn) | -1.4 | -5.5 | -3.1 | 24.6 | -24.6 | 0.2 | -5.3 | 7.5 | 9.3 | 2.2 |
| N#Cc1c(N)n[nH]c1Cc1cccc2ccccc12 | -4.9 | -0.3 | -5.5 | -2.5 | 2.5 | 1.3 | 0.4 | -0.3 | 6.4 | -2.8 |
| O=C1COc2ccc(C(=O)COc3ccc([N+](=O)[O-])cc3)cc2N1 | -13.7 | -0.2 | -24.8 | . | . | -0.9 | 17.9* | -1.3 | -0.3 | -0.6 |
| COc1ccc(Cl)cc1N1CCN(CCNC(=O)Nc2ccccc2C)CC1 | 7.6 | . | 18.7 | -40.1 | 40.1 | 0.3 | -3.0 | 0.3 | 2.0 | -0.9 |
| CCOC(=O)Cn1c(-c2nonc2NC(=O)c2ccccc2F)nc2ccccc21 | -8.4 | -9.9 | -2.5 | -8.9 | 8.9 | . | -0.8 | 3.7 | -0.2 | -9.8 |
| CN(c1ncc(C(F)(F)F)cc1Cl)N1C(=O)c2cccc([N+](=O)[O-])c2C1=O | -8.0 | -0.9 | -6.8 | 5.2 | -5.2 | -5.1 | -1.9 | 3.0 | 5.2 | -1.1 |
| Nc1cc(S(=O)(=O)N2CCOCC2)ccc1N1CCOCC1 | -4.3 | -2.4 | -1.3 | 27.0 | -27.0 | -0.3 | -8.0 | -4.3 | -4.1 | -2.7 |
| COc1ccc(C(C)=O)cc1CN1C(=O)NC2(CCCCCCC2)C1=O | -17.1 | -10.7 | -5.9 | -3.1 | 3.1 | 3.2 | -5.5 | -1.7 | -15.3 | 6.1 |
| Cc1c(NC(=O)C2(c3ccc(Cl)cc3)CCCC2)c(=O)n(-c2ccccc2)n1C | -9.7 | . | . | 6.4 | -6.4 | 0.6 | -8.7 | -3.2 | . | -3.2 |
